High-throughput results from PubChem.
IL-2 act: activators of IL-2. activation, % (series mostly up to about 46 µM). 360,000 compounds, 0.065% hits. IL-2 activation reporter assay, cell-based qHTS; stimulated with anti-CD3/CD4/CD28 beads; in transgenic mouse T cells. AID 652025; in the data active = activation above about 50%; inconclusive = mostly about 30% to 49%; also: 0% is about no effect
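Unstimulated transgenic mouse T cells preincubated 60 min with compound, then stimulated with anti-CD3/anti-CD4-coated beads plus anti-CD28 for 18 h at 37 degrees C. IL-2 response read as EGFP and DsRed fluorescence by plate cytometry.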
PI5P4K alpha inh: blocks human PI5P4K alpha kinase activity; P48426; PI5P4Kalpha enzyme, ADP-Glo luminescence, 60 min; hits give low values; max response, %; 330,000 compounds, 1.2% hits; AID 652105; active = max response of -50% or lower; inconclusive = between -30% and -50%; inactive = -30% or higher; also: value at the top dose of about 77 µM; % is scaled to controls: 0 for no effect and ±100 for the full control effect
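PI5P4Kalpha ADP-Glo assay; 5 microM ATP final; 60 min RT reaction; HEPES pH 7.4/EGTA/CHAPS, 5% DMSO; controls lacking substrate or enzyme; luminescent end-point.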
EPAC2 ag: agonists of human EPAC2 (RAPGEF4). Potency, µM (top dose mostly 154 µM), without a hit: top-dose activation, usual class: activators. EPAC2 activation, biochemical qHTS; response scale: 100% = 6.5 mM cAMP response. AID 720711. 360,000 compounds, 0.079% hits; also: potency is read from the fitted curve at half-maximal effect; nearly all actives have a fitted effect of over 50% in size
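EPAC2 (100 nM) mixed with Rap1B loaded with BODIPY-GDP (250 nM) plus 50 uM unlabeled GDP; compounds pinned in, 5 min RT, then read every 5 min for 30 min (ex 480, em 540 nm). Normalized to cAMP control.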
EPAC1 antagonist: EPAC1 (human) antagonism. O95398. Potency, µM (doses to about 115 µM), inactives show at the top dose activity change, negative = inhibition, hits mostly inhibitors. EPAC1 GEF assay, Rap1b-BODIPY-GDP exchange fluorescence. 360,000 compounds, 0.14% hits. AID 720709;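 also: potency is read from the fitted curve at half-maximal effect; plate controls were vehicle for no effect and positive control for full effect; nearly all actives have a fitted effect of over 50% in size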
Target sequence (O95398 whole entry, looked up): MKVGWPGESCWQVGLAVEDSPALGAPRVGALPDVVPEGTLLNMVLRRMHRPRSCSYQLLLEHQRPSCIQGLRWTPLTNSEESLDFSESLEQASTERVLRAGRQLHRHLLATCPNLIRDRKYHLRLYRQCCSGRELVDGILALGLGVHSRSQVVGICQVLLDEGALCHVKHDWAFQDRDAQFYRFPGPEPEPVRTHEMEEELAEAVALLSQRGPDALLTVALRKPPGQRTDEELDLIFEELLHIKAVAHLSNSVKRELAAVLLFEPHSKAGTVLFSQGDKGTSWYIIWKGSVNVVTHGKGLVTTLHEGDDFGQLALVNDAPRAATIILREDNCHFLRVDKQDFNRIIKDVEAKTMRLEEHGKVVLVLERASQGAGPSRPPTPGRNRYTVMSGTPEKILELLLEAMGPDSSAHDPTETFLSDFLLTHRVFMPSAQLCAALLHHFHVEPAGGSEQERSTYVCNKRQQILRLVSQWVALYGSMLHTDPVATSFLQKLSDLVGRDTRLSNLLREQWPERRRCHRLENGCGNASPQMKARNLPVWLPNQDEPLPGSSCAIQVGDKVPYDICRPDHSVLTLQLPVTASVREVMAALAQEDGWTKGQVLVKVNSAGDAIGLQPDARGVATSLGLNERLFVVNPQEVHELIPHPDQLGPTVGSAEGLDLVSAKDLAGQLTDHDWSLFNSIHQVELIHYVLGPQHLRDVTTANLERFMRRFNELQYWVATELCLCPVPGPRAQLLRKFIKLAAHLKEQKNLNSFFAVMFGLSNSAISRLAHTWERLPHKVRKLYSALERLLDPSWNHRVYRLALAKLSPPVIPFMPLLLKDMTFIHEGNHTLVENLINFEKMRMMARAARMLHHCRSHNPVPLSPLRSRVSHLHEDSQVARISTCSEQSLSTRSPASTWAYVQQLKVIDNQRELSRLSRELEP
EPAC1 agonist: EPAC1 (human) agonism; EPAC1 agonist qHTS, biochemical assay; response scale: 100% = response to 6.5 mM cAMP; Potency, µM (titrated, usually from 154 µM), for the others: at the highest dose activation, most hits filed as activators; 360,000 compounds, 0.073% hits; also: potency is read from the fitted curve at half-maximal effect; nearly all actives have a fitted effect of over 60% in size
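Normalized to 6.5 mM cAMP, activity reflects EPAC1-catalysed release of BODIPY-GDP from Rap1B, followed kinetically over 30 min at 480 nm excitation, 540 nm emission. Reaction contained 100 nM EPAC1, 250 nM Rap1B-BODIPY-GDP, 50 uM GDP.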
CCT modulator: changes cytosolic chaperonin activity | purified chaperonin ATPase assay, HTRF ADP detection, 30 min | activity change, % (concentration not given with the values), hits read low | 360,000 compounds, 0.3% hits | AID 651819; in the data active = activity change below about -30%; also: % is scaled to controls: 0 for no effect and ±100 for the full control effect
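First, chaperonin was dispensed at 40 nM or 20 nM final depending on batch activity. Next, compounds were pinned at 76 uM and ATP added at 10 uM. After 30 min at 37 °C, ADP detection reagents ran 30 min at ambient temperature.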
PLK1 PBD inh: blocks phosphopeptide binding to human PLK1 polo-box domain; Plk1 PBD binding of FITC phosphopeptide, fluorescence polarization; Potency, µM, inactives show max response, negative = inhibition, actives largely listed as inhibitors; 360,000 compounds, 2.8% hits; AID 720504; also: potency is read from the fitted curve at half-maximal effect; series mostly up to about 57 µM; % is scaled to controls: 0 for no effect and ±100 for the full control effect; nearly all actives have a fitted effect of over 65% in size
WRN inhibitor: inhibitors of human WRN helicase. Q14191. WRN helicase unwinding, fluorescent forked duplex, kinetic. Potency, µM (titrated, usually from 114 µM), for inactives: top-dose activity change, negative = inhibition, hits mostly inhibitors. 360,000 compounds, 0.46% hits; also: potency is read from the fitted curve at half-maximal effect; % is scaled to controls: 0 for no effect and ±100 for the full control effect; nearly all actives have a fitted effect of over 55% in size
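Screening of the MLSMR collection measured strand separation of a quenched forked DNA duplex (100 nM) by 20 nM WRN with 2 mM ATP, all final. Compounds were preincubated with enzyme 15 min at room temperature.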
* = called active by the depositor; ? = inconclusive; . = no result given; [ ] = another dose, or the depositor's remark. Unless noted, calls follow the shape of the dose curve; as a rule, active = well fitted curve in the direction sought with a large enough effect; inconclusive = small, poorly fitted or top-dose-only effect, or another doubt; inactive = no such curve, though single readings can be large; an effect the other way counts as inactive or inconclusive.

The line under a structure holds: IL-2 act	PI5P4K alpha inh	EPAC2 ag	EPAC1 antagonist	EPAC1 agonist	CCT modulator	PLK1 PBD inh	WRN inhibitor
O=C(c1ccc(NS(=O)(=O)c2cccs2)cc1)N1CCOCC1
→ -0.4	-2	7%	4%	-7%	-0.8	1%	-24%
Cc1nnc2ccc(N3CCC4(CC3)OCCO4)nn12
→ -0.9	.	7%	8%	-2%	-4.5	2%	3%
COCCn1c(SCC(=O)NCc2cccs2)nnc1-c1ccc(OC)cc1
→ -0.5	.	8%	8%	4%	0.6	0%	-7%
O=C(CSc1nnc(-c2cccnc2)s1)Nc1ccc(C(=O)O)cc1
→ -3.2	-1	8%	?	-7%	-2.9	-8%	-8%
CCOC(=O)C1=C(C)NC(C)=C(C(=O)OCC)C1c1cccs1
→ 2.0	1	-11%	4%	-27%	-0.2	5%	-30%[57.1 µM]
CCN(CC)c1ccc(-c2c(C#N)c(N)nc(OC)c2C#N)cc1
→ 2.1	.	-22%	4%	-8%	0.3	1%	4%
CCOc1cc2[nH]c(=O)n(CCCN3CCN(c4ccc(OC)cc4)CC3)c(=O)c2cc1OCC
→ 2.0	-3	-8%	20%	-5%	-3.4	4%	5%
O=C1c2ccccc2C(c2nnnn2Cc2ccccc2)N1C1CC1 (configuration not stated)
→ -0.1	0	10%	6%	2%	-0.5	-3%	-2%
CCOC(=O)C1=C(C)OC(=CC=Cc2ccccc2)C1=O
→ 0.4	-25	-8%	-25%	-6%	-23	?	-6%
COc1ccc(NC(=O)c2ccc3c(c2)OCO3)cc1
→ 0.0	-4	5%	-1%	5%	-0.6	-1%	-3%
Cc1ccc(NC(=S)NCc2ccc3c(c2)OCO3)c(C)c1
→ -1.5	-2	1%	4%	4%	-0.2	-1%	1%
CCOC(=O)C1=C(C)C(c2ccccc2OC)NC(=S)N1 (configuration not stated)
→ -0.9	.	1%	7%	16%	-4.0	-6%	2%
N#CC(=C=[N-])C1=C(C#N)C(c2ccccc2F)C([n+]2ccccc2)C(O)(C2CC2)N1 (configuration not stated)
→ 0.4	.	5%	-7%	4%	-1.0	-7%	-12%
COc1cc2cc(CCCOC(=O)c3ccc(C(F)(F)F)cc3)oc(=O)c2cc1OC
→ -3.9	16	4%	-18%	-22%	-0.4	0%	-10%
Cc1noc(C)c1COC(=O)Cc1ccc(Cl)c(Cl)c1
→ 0.6	3	5%	-4%	5%	-1.3	0%	-9%
CCOc1ccc(NC(=O)COC(=O)c2c(OC)cccc2OC)cc1
→ -0.9	3	-1%	2%	14%	0.4	0%	-10%
CCN1CCCC(NC(=O)c2cc([N+](=O)[O-])ccc2OC)C1 (configuration not stated)
→ -3.7	2	6%	-6%	5%	-0.3	-10%	-2%
CCN1C(Nc2ccccc2)=NC[C@@H]1C
→ -2.4	2	7%	-3%	8%	-0.1	-3%	-1%
COc1ccc(C(=O)C2CCCN(C(=O)Cc3c(C)noc3C)C2)cc1OC (configuration not stated)
→ 0.5	7	0%	5%	4%	1.5	-5%	-2%
O=C(NCCc1ccccc1)c1ccc2c(c1)S(=O)(=O)c1ccccc1C2=O
→ -1.1	0	15%	-11%	8%	1.5	-4%	-10%
Cc1ccccc1/C=N/NC(=O)Cn1cnc([N+](=O)[O-])n1
→ -2.4	1	5%	8%	5%	-0.2	-6%	7%
CCn1cc(/C=N\NC(=O)c2c[nH]c3ccccc23)c(C)n1
→ 0.4	-11	15%	26%	8%	-1.4	-3%	-29%[57.1 µM]
CCCc1nc(NCc2ccco2)c(C#N)c2c1COC(C)(C)C2
→ 1.3	-12	-12%	-3%	0%	-5.1	-6%	-9%
Cc1ccccc1N(Cc1nnc2n1CCCCC2)C(=O)Nc1ccccc1
→ -0.4	9	-2%	3%	0%	1.7	-4%	-9%
CN(Cc1nc2ccccc2c(=O)[nH]1)C(=O)COc1ccccc1Cc1ccccc1
→ -0.4	0	1%	-12%	5%	1.5	-10%	-6%
C/C(=N\Nc1cc(Cl)nc(C)n1)c1ccc(C)cc1
→ 0.3	.	5%	-1%	11%	-2.6	-11%	1%
Cc1ccc(C2(C)NC(=O)N(CC(=O)NCc3ccccc3Cl)C2=O)cc1 (configuration not stated)
→ -0.4	-1	-3%	-5%	-4%	1.8	2%	5%[57.1 µM]
CCN(CC)S(=O)(=O)c1ccc(N2CCOCC2)c(NC(=O)c2cc(Cl)c3c(c2)OCO3)c1
→ -0.7	1	1%	-6%	-7%	-1.7	3%	-6%
CCn1c(CS(=O)Cc2ccc(Cl)cc2Cl)nnc1SCc1c(Cl)cccc1Cl (configuration not stated)
→ -0.2	.	13%	-2%	9%	-5.7	-8%	-8%
C=CCN1C(=O)C(Cc2ccc(F)cc2)S/C1=N/N=C/c1cccs1 (configuration not stated)
→ -0.4	1	16%	6%	17%	0.1	-9%	4%
N#Cc1cccc(NC(=O)C2CCCN(C(=O)c3ccc(Cl)cc3)C2)c1 (configuration not stated)
→ 5.5	-1	-1%	-3%	-6%	1.1	3%	-1%
CCn1c(SCC(=O)Nc2cccc(S(=O)(=O)N(C)c3ccccc3)c2)nnc1C1CC1
→ -5.8	-1	17%	-14%	12%	-1.6	-11%	-4%
Cc1nc(-c2ccc(NC(=O)c3ccccc3)cc2)cs1
→ 1.2	-14	10%	-2%	18%	0.4	-18%	-1%
Cc1ccc(C(=O)Nc2ccc(S(=O)(=O)N3CCc4ccccc43)cc2)o1
→ -3.3	.	17%	3%	15%	-2.5	2%	-12%
O=C(CSc1ccc2nnc(CCNC(=O)c3ccccc3)n2n1)NC1CCCC1
→ -2.0	0	-1%	-5%	3%	-1.2	-4%	?
COc1c(C)cc(S(=O)(=O)NC2CC(C)(C)NC(C)(C)C2)c(C)c1C
→ -1.6	0	-10%	0%	3%	-1.7	-9%	10%
Cc1c(C(=O)N2CCN(c3ccccc3)CC2)sc2nc3n(c(=O)c12)CCC3
→ -0.9	1	3%	-13%	8%	0.0	-16%	-2%
O=c1c2c3c(sc2nc2n1N=C(c1cccs1)CS2)CCCC3
→ 0.2	-5	10%	-3%	7%	-2.5	-8%	2%
O=C(NCCSc1ccccc1)c1ccccc1F
→ 0.7	-2	3%	?	-12%	0.7	-6%	-1%
N#Cc1cccc(OCCCN2CCC(C(O)(c3ccccc3)c3ccccc3)CC2)c1
→ -0.3	15	11%	-9%	19%	-1.8	-4%	5%
N/C(COc1ccccc1)=N\NC(=O)c1cccnc1Oc1ccccc1
→ 0.7	3	2%	13%	-7%	0.4	2%	0%
CCCNC(=O)c1ccccc1NC(=O)Nc1ccccc1C
→ -2.3	1	5%	-20%	6%	-1.2	-14%	-36%[57.1 µM]
CCC12CN3CCN(CC(C3)/C1=N\NC(=O)Nc1ccccc1)C2
→ 0.2	5	2%	-11%	-6%	0.1	1%	-1%
O=C(O)c1cccn1Cc1ccccc1F
→ -2.5	.	-5%	14%	0%	2.6	0%	3%
O=C(c1ccccc1)N1CCC2(CC1)NCCc1[nH]cnc12
→ -0.3	-2	7%	-3%	-12%	1.0	-1%	4%
CSC[C@H](NC(=O)Cc1c(C)c2cc3c(C)c(C)oc3cc2oc1=O)C(=O)N[C@@H](Cc1ccccc1)C(=O)O
→ 0.2	-7	3%	5%	-14%	1.4	-12%	-4%
Cn1cc([N+](=O)[O-])c(C(=O)NCc2ccccc2)n1
→ 2.4	4	10%	20%	-1%	-6.7	-11%	11%
CCCS(=O)(=O)NC(=O)C1(C)CCN(C(=O)c2cc(F)ccc2C)C1 (configuration not stated)
→ -0.4	-10	9%	-5%	-6%	-0.6	-1%	1%
CCCCn1c(N)c(C(=S)NC(=O)CC(C)(C)C)c(=O)n(C)c1=O
→ -0.8	-3	-15%	3%	-7%	0.5	-19%	-2%
C=CCOc1ccc(CNc2nccs2)cc1
→ 0.8	-5	4%	0%	-5%	-12	-4%	7%
O=C(N/C(=C\c1cccc(Br)c1)C(=O)N1CCCCC1)c1ccco1
→ 1.2	3	12%	18%	8%	-1.3	-20%	11%
COC(=O)c1c(SCC(=O)Nc2ccc(C)cc2)nc(=O)[nH]c1C
→ -1.2	9	-13%	-15%	7%	1.6	-1%	-10%
COc1ccc(C(=O)N/N=C/c2sc(=O)n(Cc3cccc(C(=O)O)c3)c2Cl)cc1
→ 0.1	-7	-1%	-9%	-8%	0.6	-17%	-22%
N#Cc1c2c(c(NCc3cccnc3)n3c1nc1ccccc13)CCC2
→ -0.5	3	8%	10%	-2%	-1.7	-11%	-18%
CCOC(=O)[C@]12CCCC=C1N(Cc1ccccc1)C(=O)[C@H](CC(=O)NCc1cccc(C(F)(F)F)c1)C2
→ -0.1	10	-11%	-6%	-6%	.	-9%	-5%
COc1c(C)cccc1C(=O)Nc1ccc(CN2CCCCC2)cc1
→ -1.3	3	6%	0%	0%	1.0	-4%	2%
O=C(C[C@H]1C[C@H](C(=O)N2CCCCC2)[C@@]2(CCc3ccccc3)c3[nH]c4ccc(Cl)cc4c3CCN2C1=O)NCCCn1ccnc1
→ 1.1	3	11%	-6%	-9%	0.1	-2%	-3%
C[C@H]1COC[C@@H](C/C=C/c2ccccc2)N1c1ccccc1
→ -2.5	9	3%	-5%	3%	0.6	1%	-4%
CC(C)(C)NC(=O)C(c1ccncc1)N(C(=O)Cn1nnc(-c2ccc(F)cc2)n1)c1cccc(F)c1 (configuration not stated)
→ -2.4	6	-6%	-7%	-10%	-0.8	-3%	-4%
Cc1cc(C)nc(NC(=S)Nc2cccc(Cl)c2Cl)c1
→ -0.2	3	2%	-10%	-19%	0.4	-6%	-2%
O=C(Nc1cccc(OC(F)(F)F)c1)C1Cc2c(-c3cccc(F)c3)ccnc2O1 (configuration not stated)
→ 1.7	5	-2%	-24%	-16%	0.3	-9%	-13%
O=C(CC(=O)c1ccccc1)Nc1cccnc1Cl
→ 0.6	-1	-2%	-6%	-11%	-1.5	-5%	-5%
COc1ccc([C@H]2CC(=O)C=C(c3ccc(OC(F)(F)F)cc3)C2)cc1OC
→ -0.5	8	-12%	-23%	-8%	-0.7	0%	-3%

Copied from the list.
For EPAC2 ag, CCOC(=O)[C@]12CCCC=C1N(Cc1ccccc1)C(=O)[C@H](CC(=O)NCc1cccc(C(F)(F)F)c1)C2 is entered as -11%
For WRN inhibitor, CSC[C@H](NC(=O)Cc1c(C)c2cc3c(C)c(C)oc3cc2oc1=O)C(=O)N[C@@H](Cc1ccccc1)C(=O)O is entered as -4%

The list is partial. The share of hits here may be higher or lower than overall.
